Screens: PubChem, Sanford-Burnham Center for Chemical Genomics
mIAP act: activators of mouse IAP, primary screen, biochemical, luminescence, uHTS; muIAP, CDP-Star luminescence, 30 min; hits give high values; 1 = vehicle-only enzyme signal, 0 = enzyme-free wells; intestinal alkaline phosphatase [Mus musculus]; AID 2805, 2010; activation factor at 10 µM; 330,000 tested, 0.24% active;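 active = activation factor of at least 2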; note: the source names both 10 and 20 µM as test concentration; values of inactives mirror those of a sister screen read the other way
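Assay system: mouse IAP enzyme / Compound: DMSO-dissolved test compounds / Timing: 30 min, room temperature / Measured by: luminescence from enzymatic CDP-Star hydrolysis / Control set: DMSO-only wells, enzyme-free buffer wells as negative control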
MPTP inh: mitochondrial permeability transition pore inhibitors, primary screen, biochemical, isolated mouse mitochondria, absorbance; Ca2+ swelling absorbance, 30 min; inhibition, % at 10 µM; 360,000 tested, 1.4% active; AID 602449, 2012;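 active = inhibition of 50% or more, scaled per plate between neutral and stimulator controls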;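 note: 0% = DMSO wells given calcium and 100% = 1 mM EGTA wells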
APOBEC3G inh: APOBEC3G DNA deaminase inhibitors, primary screen, biochemical, fluorescence, single-stranded DNA substrate, uHTS; DNA dC->dU-editing enzyme APOBEC-3G (Homo sapiens), Q9HC16; 330,000 tested, 0.28% active; inhibition, % at 20 µM; recombinant A3G, ssDNA deamination FAM/TAMRA fluorescence;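 active = inhibition of at least 40% at 20 µM, with no more than 30% in the related APOBEC3A deaminase screen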;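 note: plate controls were DMSO wells with A3G for no effect and wells lacking A3G enzyme for full effect; some compounds called inactive have numbers as strong as hits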
Target sequence (Q9HC16 whole entry, looked up): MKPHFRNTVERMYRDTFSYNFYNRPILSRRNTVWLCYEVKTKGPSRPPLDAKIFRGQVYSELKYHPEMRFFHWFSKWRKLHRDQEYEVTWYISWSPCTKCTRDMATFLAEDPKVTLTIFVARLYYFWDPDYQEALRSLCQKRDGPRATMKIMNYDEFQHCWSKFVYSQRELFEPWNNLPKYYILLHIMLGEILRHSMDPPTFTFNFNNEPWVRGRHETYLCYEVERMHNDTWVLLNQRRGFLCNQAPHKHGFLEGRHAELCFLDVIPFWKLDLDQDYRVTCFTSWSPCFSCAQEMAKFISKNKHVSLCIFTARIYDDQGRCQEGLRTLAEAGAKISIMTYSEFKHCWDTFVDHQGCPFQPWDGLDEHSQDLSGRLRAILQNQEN
A3A deaminase: APOBEC3A ssDNA deaminase inhibitors, primary screen, selectivity assay for APOBEC3G inhibitor project, biochemical, FAM/TAMRA oligo cleavage fluorescence. recombinant A3A, FAM/TAMRA ssDNA deamination fluorescence. inhibition, % at 20 µM. 330,000 tested, 0.41% active. AID 493011, 2011;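 active = at least 40% inhibition at 20 µM here, with at most 30% in a related deaminase screen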;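 note: plate controls were A3A with DMSO for no effect and wells lacking A3A enzyme for full effect; some results filed as inactive read as strong as hits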
hIAP act: human IAP activators, primary screen, biochemical, luminescence, uHTS; Intestinal-type alkaline phosphatase (Homo sapiens), P09923; purified human IAP, CDP-Star luminescence, 30 min; hits give high values; 1 = vehicle-only enzyme, 0 = enzyme-free background; activation factor at 10 µM; 330,000 tested, 0.16% active; AID 2524, 2010;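 active = activation factor of the enzyme at least 2-fold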; note: the source names both 10 and 20 µM as test concentration; values of inactives mirror those of a sister screen read the other way
Target sequence (P09923 whole entry, looked up): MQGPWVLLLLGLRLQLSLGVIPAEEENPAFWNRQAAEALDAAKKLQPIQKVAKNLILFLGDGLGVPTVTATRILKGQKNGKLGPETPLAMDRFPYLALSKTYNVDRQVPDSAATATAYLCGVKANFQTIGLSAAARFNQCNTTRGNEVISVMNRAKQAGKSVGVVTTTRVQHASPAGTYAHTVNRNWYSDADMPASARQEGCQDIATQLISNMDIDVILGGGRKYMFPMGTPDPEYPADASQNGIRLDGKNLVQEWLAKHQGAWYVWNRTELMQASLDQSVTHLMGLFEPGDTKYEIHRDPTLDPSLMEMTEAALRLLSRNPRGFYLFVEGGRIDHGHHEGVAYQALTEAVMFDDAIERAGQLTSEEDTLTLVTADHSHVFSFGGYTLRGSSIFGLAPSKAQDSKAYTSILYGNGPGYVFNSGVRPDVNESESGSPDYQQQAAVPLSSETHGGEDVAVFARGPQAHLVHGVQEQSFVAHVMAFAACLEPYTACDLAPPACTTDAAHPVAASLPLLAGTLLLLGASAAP
MIN6 prolif: inducers of MIN6 beta-cell proliferation, primary screen, ATP luminescence, uHTS; MIN6 cells proliferation, ATPlite luminescence, 48 h; cells starved in 0.2% serum; 100% = growth in 10% serum; proliferation, % at 10 µM; 330,000 tested, 0.29% active; AID 2380, 2010;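 active = compounds whose signal lies at least 3.5 SD above the mean of all wells on their plate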;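 note: 0% = DMSO-treated cells in low-serum medium and 100% = 10% serum control; some compounds called inactive have numbers as strong as hits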
mIAP inh: inhibitors of mouse IAP, primary screen, biochemical, luminescence, uHTS | intestinal alkaline phosphatase [Mus musculus] | purified mouse IAP, CDP-Star luminescence, 30 min | inhibition, % at 10 µM | 330,000 tested, 0.2% active | AID 2806, 2010;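 active = inhibition of at least 40% at 10 µM in the primary screen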;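 note: plate controls were DMSO with enzyme for no effect and no enzyme wells for full effect; values of inactives mirror those of a sister screen read the other way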
ATG4B inhibitor: ATG4B protease inhibitors, primary screen, biochemical, fluorescence, uHTS; AID 504462, 2011; inhibition, % at 8.33 µM; Cysteine protease ATG4B (Homo sapiens), Q9Y4P1; ATG4B cleavage of LC3-PLA2, NBD-HPC fluorescence, 1 h; 340,000 tested, 0.51% active; in the data active = inhibition above about 40%
hIAP block: human IAP inhibitors, primary screen, biochemical, luminescence, uHTS; Intestinal-type alkaline phosphatase (Homo sapiens), P09923; purified IAP, CDP-Star luminescence, 30 min; inhibition, % at 10 µM; 330,000 tested, 0.12% active;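 active = inhibition reaching a set limit with compound at 10 µM in the primary screen, cut at about 35% in these data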;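 note: plate controls were DMSO wells with enzyme for no effect and no-enzyme buffer wells for full effect; values of inactives mirror those of a sister screen read the other way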
Starred values were filed as active, the others as inactive; & = joins results of further samples.

Order of results: MPTP inh	mIAP inh	MIN6 prolif	ATG4B inhibitor	hIAP block	mIAP act	APOBEC3G inh	hIAP act	A3A deaminase
> Cc1cccc(C(=O)NNC(=O)C2CCCO2)c1 (stereo not given)
 : -1.1	8	-3	-13	19	0.92	1	0.81	3
> COC(=O)c1sccc1NC(=O)c1ccc(Cl)s1
 : 2.0	24	-1	2	8	0.76	-2	0.93	5
> CC(Oc1ccc2c(-c3ccccc3)cc(=O)oc2c1)C(=O)O (stereo not given)
 : -0.9	-9	-4	-10	-8	1.1	2	1.1	-5
> O=C(CSc1nnc(CNc2ccc(F)cc2)o1)N1CCN(C(=O)c2ccco2)CC1
 : -0.2	-6	-1	-12	-3	1.1	-8	1	-4
> Cc1c(C(=O)NC2CCCc3ccccc32)oc2ccc(S(=O)(=O)N3CCCC3)cc12 (stereo not given)
 : 0.5	-7	-3	4	2	1.1	-7	0.98	-7
> Cc1ccc(C(=O)NN=C2CCCC2)cc1C
 : 0.5	4	2	1	-10	0.96	-10	1.1	-3
> O=C(CSc1n[nH]c(=O)n1C1CC1)Nc1cc(Cl)ccc1Oc1ccccc1
 : 26	10	-4	-9	2	0.9	-6	0.98	-3
> Cc1cccc(OCC(=O)NC(Cc2c[nH]c3ccccc23)C(=O)O)c1C (stereo not given)
 : -0.7	-5	2	-1	0	1	-1	1	0
> Cc1nnc(NC(=O)CCCOc2ccccc2)s1
 : -6.3	7	-2	2	-9	0.93	-4	1.1	-3
> CCn1c(C)nc2cc(NC(=O)Nc3cccc(C(C)=O)c3)ccc21
 : 0.3	2	-3	-3	3	0.98	-3	0.97	0
> CCN(CC)C(=O)c1ccccc1NS(=O)(=O)c1ccc(C)cc1
 : 0.5	9	-3	-4	6	0.91	13	0.94	1
> COc1ccc(-n2c(COc3cccc4ccccc34)nnc2SC(C)C(=O)O)cc1 (stereo not given)
 : -2.0	11	-2	-6	1	0.89	-5	0.99	-1
> NS(=O)(=O)c1ccc(NC(=O)/C=C/c2cccc(Cl)c2)cc1
 : 0.0	6	-1	-27	-5	0.94	-3	1.1	1
> COCCNC(=O)CCC1CCN(Cc2cccc(Oc3ccccc3)c2)CC1
 : 0.6	1	-3	20	-37	0.99	-5	1.4	-5
> Cc1ccc(-c2nn3c(C)nnc3s2)cc1NC(=O)c1cccs1
 : -0.6	1	-1	-9	-4	0.99	-5	1	4
> COc1ccc(CCNC(=O)C2CCN(C(=O)c3ccc(F)cc3)CC2)cc1OC
 : -0.7	-4	1	-8	0	1	-4	1	-3
> CC(C)(CC(=O)O)CC(=O)NNc1ncccc1C#N
 : -0.6	13	-1	3	-14	0.87	-1	1.1	-2
> CC1=C(C(=O)Nc2ccccc2)C(c2ccco2)C(C#N)=C(SCC(=O)Nc2cccc(C)c2C)N1 (stereo not given)
 : 3.0	-16	-5	4	7	1.2	1	0.93	-7
> Cc1cc(NC(=O)CSc2nnc(-c3ccco3)n2N)no1
 : -1.4	-7	-4	-9	-8	1.1	-5	1.1	1
> CC1S/C(=N/N=C2CCC(C(C)(C)C)CC2)NC1=O (stereo not given)
 : -2.9	-2	2	1	-8	1	-7	1.1	0
> Clc1ccc2c(c1)C1OCCC1C(c1ccco1)N2 (stereo not given)
 : -2.1	-20	0	-7	0	1.2	-5	1	-2
> CC(C)CNC(=O)NC(=O)COC(=O)COc1ccc(Cl)cc1Cl
 : 0.9	6	0	-14	-2	0.94	0	1	4
> O=C(NCc1cccs1)C(NS(=O)(=O)c1cccc2nsnc12)c1ccccc1 (stereo not given)
 : 1.8	2	0	-11	7	0.98	-2	0.93	-3
> CCCCN(C(=O)CSc1nnc(-c2ccccc2)n1C)c1c(N)n(Cc2ccccc2)c(=O)[nH]c1=O
 : -1.7	-7	0	7	-16	1.1	-6	1.2	0
> COc1ccc(OC)c(NC(=O)CCNS(=O)(=O)c2cccs2)c1
 : -1.8	0	-1	6	9	1	-1	0.91	0
> CC(C)(C)n1ncc2c(=O)n(Cc3ccc(Cl)cc3)cnc21
 : -2.4	1	-1	-7	5	0.99	-7	0.95	-3
> O=[N+]([O-])c1cccc(CNC2CCCCCC2)c1
 : -0.3	11	-1	-1	-1	0.89	-7	1	1
> COc1ccc2sc3ccccc3c(=O)c2c1OC
 : -3.1	-4	-5	1	-10	1	-1	1.1	-1
> CC(N=C(NC#N)Nc1ccncc1)C(C)(C)C (stereo not given)
 : 0.3&0.2	-16&-4	1&2	-2&4	-31&8	1.2&1	-1&-1	1.3&0.92	0&0
> Cc1cccc(C)c1OCCCCc1c(C)n[nH]c1C
 : -2.6	-1	-3	15	-26	1	-4	1.3	-1
> CCN1CCc2c(sc(NC(=O)c3ccc(S(=O)(=O)N(C)c4ccccc4)cc3)c2C(=O)NC)C1
 : -0.1	23	-2	0	-1	0.77	-9	1	1
> Cc1cccc(C(=O)N[C@H](C(=O)Nc2cc(S(=O)(=O)N3CCCCC3)ccc2C)C(C)C)c1
 : 0.7	-30	0	5	-2	1.3	-8	1	-2
> CC(=O)NC1=NN(c2ccccc2)C(=O)C1
 : -0.5	9	-1	1	-6	0.91	-6	1.1	-2
> O=C(O)/C=C\C(=O)Nc1ccc(Oc2ccccc2)cc1
 : 0.9	4	-3	-12	-7	0.96	-5	1.1	-2
> CCc1c(C)nc2c(C#N)c[nH]n2c1=O
 : 1.4	3	1	-8	-44	0.97	-7	1.4	-2
> Cc1cccc2c(C(=O)O)c3c(nc12)CCCCC3
 : -1.6	-4	0	-4	13	1	-3	0.87	-2
> O=Cc1cccn1-c1sc2c(c1C(=O)O)CCCC2
 : 1.0	-4	0	-7	2	1	5	0.98	9
> CC(C)(C)c1nnc(NC(=O)c2cccs2)s1
 : -4.0	8	-2	0	-10	0.93	-5	1.1	0
> O=C(CCNc1cccc(F)c1)c1cc2ccccc2o1
 : -1.3	2	-6	-9	-4	0.98	45	1	36
> Cc1cccc(CC2CC(=O)N(c3ccccc3)C2=O)c1 (stereo not given)
 : -0.4	0	-3	-15	-17	1	-7	1.2	-9

Single records (already shown). Order of values: MPTP inh, mIAP inh, MIN6 prolif, ATG4B inhibitor, hIAP block, mIAP act, APOBEC3G inh, hIAP act, A3A deaminase
Record of `CC(N=C(NC#N)Nc1ccncc1)C(C)(C)C` (stereo not given) → 0.3&0.2, -16&-4, 1&2, -2&4, -31&8, 1.2&1, -1&-1, 1.3&0.92, 0&0
Record of `CCc1c(C)nc2c(C#N)c[nH]n2c1=O` → 1.4, 3, 1, -8, -44, 0.97, -7, 1.4, -2

Two successive entries out of the list so far, quoted:
Order of results: MPTP inh	mIAP inh	MIN6 prolif	ATG4B inhibitor	hIAP block	mIAP act	APOBEC3G inh	hIAP act	A3A deaminase
> Cc1cccc(C(=O)NNC(=O)C2CCCO2)c1 (stereo not given)
 : -1.1	8	-3	-13	19	0.92	1	0.81	3
> COC(=O)c1sccc1NC(=O)c1ccc(Cl)s1
 : 2.0	24	-1	2	8	0.76	-2	0.93	5

(more compounds)
Order of results: MPTP inh	mIAP inh	MIN6 prolif	ATG4B inhibitor	hIAP block	mIAP act	APOBEC3G inh	hIAP act	A3A deaminase
> CN(C)S(=O)(=O)N1CCC(c2ccc(F)cc2)C(COc2ccc3c(c2)OCO3)C1 (stereo not given)
 : 0.6	0	-3	-3	-6	1	-6	1.1	-4
> O=C(CSC(=S)N1CCCC1)N1CCN(S(=O)(=O)c2cccc(F)c2)CC1
 : -1.9	2	1	1	-5	0.98	-11	1	-3
> Cc1cccc(C)c1NC(=O)CN(C)C(=O)c1ccccc1SCC(=O)N1CCCC1
 : -2.6	-8	-1	9	6	1.1	8	0.94	2
> COc1ccc(C(=O)NNC(=O)CSc2nnnn2C)cc1
 : -4.0	-12	-1	-2	1	1.1	-7	0.99	3
> COc1cccc(-c2cc(=O)c3cc(NC(=O)c4ccccc4)ccc3[nH]2)c1
 : 0.6	2	-7	-16	22	0.98	-9	0.78	-3
> CCC(C)n1c(=O)c(C(=O)Nc2ccccc2S(N)(=O)=O)c(O)c2ccccc21 (stereo not given)
 : -6.8	37	-3	-12	2	0.63	-5	0.98	0
> COc1ccc(C(=O)N=c2sc3c(C)ccc(OC)c3n2C)cc1OC
 : 1.0	-4	-2	-4	2	1	1	0.98	3
> Cc1ccc2[nH]c(=O)c(N3CCOCC3)c(-c3ccccc3)c2c1
 : -1.0	5	-4	-14	-4	0.95	-7	1	0
> Cn1nc(C(C)(C)C)c([N+](=O)[O-])c1C(=O)Nc1ccc(Br)cc1
 : 80*	4	-3	-4	22	0.96	-4	0.78	-1
> CCc1nc2ccccc2n1CC(O)COc1ccc(NC(C)=O)cc1 (stereo not given)
 : 0.3	1	3	5	-3	0.99	-1	1	1
> O=C(C/C=N/OCc1ccc(Cl)cc1)c1cnc(-c2ccccc2)s1
 : 4.2	8	-1	6	-1	0.92	-8	1	-4
> CC(C)(C)OC(=O)N1CCC(C(=O)N[C@@H](Cc2ccccc2)C(=O)O)(c2ccccc2)CC1
 : 7.4	-10	3	-8	-8	1.1	-1	1.1	-2
> Cc1ccc(N(C(=O)CNC(=O)c2ccco2)C(C(=O)NC2CCCC2)c2cccnc2)cc1C (stereo not given)
 : 0.8	5	2	-9	-4	0.95	2	1	1
> O=C(O)c1ccc(Oc2cccc([N+](=O)[O-])c2)cc1C(=O)O
 : -2.3	7	1	-5	7	0.93	-4	0.93	0
> CN1CCN(C(=O)CSc2cc(=O)n(C)c3ccccc23)CC1
 : 2.2	1	-1	-5	-24	0.99	-3	1.2	-4
> CC(/C=C/c1ccco1)=N/NC(=O)CNc1ccccc1C
 : 0.3	17	0	-9	2	0.83	-3	0.98	3
> CCCOc1ccc(-c2c(=O)n(OCc3ccc([N+](=O)[O-])cc3)c3ccccc3[n+]2[O-])cc1
 : -0.3	11	0	3	3	0.89	-4	0.97	0
> COC(=O)C1=CN(CC2CCCO2)C=C(C(=O)OC)C1c1cc(OC)c(OC)c(OC)c1 (stereo not given)
 : -0.9	0	-2	-11	12	1	1	0.88	3
> CC(CN1CCOCC1)OC(=O)c1cccc(Br)c1 (stereo not given)
 : -0.9	-2	0	-2	5	1	7	0.95	-4
> OCC1OC(Oc2c[nH]c3ccccc23)C(O)C(O)C1O (stereo not given)
 : 0.1	4	-6	2	0	0.95	-2	1	0

Structural class, those above with bromine (two)
Order of results: MPTP inh	mIAP inh	MIN6 prolif	ATG4B inhibitor	hIAP block	mIAP act	APOBEC3G inh	hIAP act	A3A deaminase
> Cn1nc(C(C)(C)C)c([N+](=O)[O-])c1C(=O)Nc1ccc(Br)cc1
 : 80*	4	-3	-4	22	0.96	-4	0.78	-1
> CC(CN1CCOCC1)OC(=O)c1cccc(Br)c1 (stereo not given)
 : -0.9	-2	0	-2	5	1	7	0.95	-4

Hits appear at their usual frequency, and some 3.3% of all compounds hit somewhere here.
